OTUD3 block: inhibitors of human OTUD3 deubiquitinase; purified OTUD3, Ub-rhodamine fluorescence, 2 h; inhibition, % at 25 µM; 0.7% of 47,000 active
USP8 inh: inhibitors of human USP8 deubiquitinase | inhibition, % at 20 µM | Ubiquitin carboxyl-terminal hydrolase 8 (Homo sapiens), P40818 | 4.2% of 47,000 active | AID 1645853, 2021 | purified USP8, Ub-rhodamine cleavage fluorescence, 30 min
USP30 inh: inhibitors of human USP30 deubiquitinase | Ubiquitin carboxyl-terminal hydrolase 30 (Homo sapiens), Q70CQ3 | purified USP30, Ub-rhodamine cleavage fluorescence | inhibition, % at 25 µM | 5.3% of 47,000 active
USP17 inh: inhibitors of human USP17 deubiquitinase; purified USP17, Ub-rhodamine cleavage fluorescence, 3 h; inhibition, % at 50 µM; 6.5% of 47,000 active
UCHL1 block: inhibitors of human UCHL1 deubiquitinase | Ubiquitin carboxyl-terminal hydrolase isozyme L1 (Homo sapiens), P09936 | purified UCHL1, Ub-rhodamine cleavage fluorescence | inhibition, % at 20 µM | 0.2% of 47,000 active | AID 1645859, 2021
Target sequence (P09936 whole entry, looked up): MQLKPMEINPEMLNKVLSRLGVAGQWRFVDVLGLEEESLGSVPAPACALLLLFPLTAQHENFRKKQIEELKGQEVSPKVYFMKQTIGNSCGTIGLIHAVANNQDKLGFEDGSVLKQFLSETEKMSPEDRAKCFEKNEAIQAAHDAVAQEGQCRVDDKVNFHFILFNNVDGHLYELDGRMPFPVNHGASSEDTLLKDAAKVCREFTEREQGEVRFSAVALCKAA
USP7 block: inhibitors of human USP7 deubiquitinase; Ubiquitin carboxyl-terminal hydrolase 7 (Homo sapiens), Q93009; purified USP7, Ub-rhodamine cleavage fluorescence; inhibition, % at 20 µM; 0.3% of 47,000 active; AID 1645854, 2021
USP10 block: inhibitors of human USP10 deubiquitinase; Ubiquitin carboxyl-terminal hydrolase 10 (Homo sapiens), Q14694; 1.1% of 47,000 active; inhibition, % at 20 µM; purified USP10, Ub-rhodamine fluorescence, 60 min
USP28 block: inhibitors of human USP28 deubiquitinase; purified USP28, Ub-rhodamine cleavage fluorescence, 30 min; inhibition, % at 25 µM; 3% of 47,000 active
An asterisk follows results filed as active; i = inactive; · = not tested or not shown. No stated cut-off is given here; in the data, active means inhibition above about 30%; inactive means the rest.

item	mol	OTUD3 block	USP8 inh	USP30 inh	USP17 inh	UCHL1 block	USP7 block	USP10 block	USP28 block
1	O=[N+]([O-])c1cccc(CN2CCN(Cc3ccco3)CC2)c1	-1	-107	-7	-20	0	-1	0	-11
2	Cc1cccc(NC(=O)N2CCc3nc4ccccc4n3CC2)c1	-4	-2	1	-24	0	-1	0	-5
3	O=C(O)c1ccc2c(c1)C1(CCCCC1)CN2C(=O)CNC(=O)c1cccnc1	-111	-369	i	-158	-27	-23	-1	-147
4	O=S(=O)(C1CC1)N1CCO[C@H]2C(Cn3cccn3)CC[C@@H]21 (stereo partly drawn)	12	-99	29	-2	3	5	2	12
5	COc1cc(C(=O)Nc2ccc3c(c2)OCCO3)ccc1OCC(=O)Nc1ccc(F)cc1	-2	-6	-10	36*	3	4	0	14
6	COc1ccc(-c2cc3n(c2)CCc2cc(OC)c(OC)cc2-3)cc1	-77	-22	-267	-77	-9	-10	-5	-92
7	CN1[C@H]2CCN(C(=O)Nc3ccccc3Cl)CC[C@@H]2Oc2ccccc2S1(=O)=O	0	-2	4	-9	-2	1	6	2
8	CC1Cc2ccccc2N1C(=O)Cn1cnc2scc(-c3ccc(Cl)cc3)c2c1=O (stereo not drawn)	-37	-30	-173	-41	-14	-6	-2	-51

Continued:
item	mol	OTUD3 block	USP8 inh	USP30 inh	USP17 inh	UCHL1 block	USP7 block	USP10 block	USP28 block
9	O=C(O)[C@H](Cc1ccccc1)Nc1ncnc2c1oc1ccccc12	6	8	13	9	2	6	2	4
10	CC(C)Cc1nc2sc3c(NCc4ccccc4)ncnc3c2c2c1COC(C)(C)C2	25	6	64*	23	3	6	17	22
11	CC(=O)N1CCN(c2nc(-c3ccncc3)nc3c2CCC3)CC1	18	18	27	10	0	1	6	9
12	CC(C)(C)c1cc(N2CCOCC2)nc(SCc2cccc(C(=O)O)c2)n1	7	12	11	15	2	-3	4	0
13	CC(C)C(NC(=O)c1ccc(C(C)(C)C)cc1)C(=O)OCC(=O)c1c[nH]c2ccccc12 (stereo not drawn)	-37	-40	-183	-34	-33	-19	-5	-71
14	Cc1ccc2nc(-c3ccc(NC(=O)COC(=O)CCC(=O)Nc4sc5c(c4C(N)=O)CCC5)cc3)sc2c1	-47	47*	-412	-100	-4	8	-9	-109
15	O=C(CN1CCc2cc3c(cc2C1)OCCCO3)Nc1c(F)cccc1F	8	13	23	10	1	2	-1	16
16	COc1ccc(OC)c(S(=O)(=O)N2CCn3cccc3C2c2ccccc2F)c1 (stereo not drawn)	-4	-19	-104	-9	3	2	2	-8

Entries of single compounds, looked up by structure.
`CC(C)(C)c1cc(N2CCOCC2)nc(SCc2cccc(C(=O)O)c2)n1` as listed: OTUD3 block = 7; USP8 inh = 12; USP30 inh = 11; USP17 inh = 15; UCHL1 block = 2; USP7 block = -3; USP10 block = 4; USP28 block = 0
`O=C(CN1CCc2cc3c(cc2C1)OCCCO3)Nc1c(F)cccc1F` as listed: OTUD3 block = 8; USP8 inh = 13; USP30 inh = 23; USP17 inh = 10; UCHL1 block = 1; USP7 block = 2; USP10 block = -1; USP28 block = 16

Other results follow.
item	mol	OTUD3 block	USP8 inh	USP30 inh	USP17 inh	UCHL1 block	USP7 block	USP10 block	USP28 block
17	Cn1nc(-c2ccccc2)c(C#N)c1Sc1cccc(C(F)(F)F)c1	0	4	-9	-3	0	1	4	17
18	COc1cc(C(=O)Nc2ccccc2Cc2ccccc2)cc(OC)c1OC	3	14	36*	32*	1	-36	2	4
19	O=C(Nc1ccccc1C(=O)N1CCN(Cc2ccncc2)CC1)c1ccc(Cl)cc1	1	3	-13	-5	-2	0	-1	-6
20	CN(C)C(CNS(=O)(=O)c1ccc([N+](=O)[O-])cc1)c1cccnc1 (stereo not drawn)	-2	-127	-11	-29	-3	-2	1	-14
21	CCOc1ccc(CC(=O)Nc2ccc(-c3nc4cccnc4s3)cc2)cc1	-65	19	-237	6	-2	-1	-7	-21
22	Cc1ccc(-c2n[nH]n3c2nc(=O)c2ccc(C(=O)NC4CCCCC4)cc23)cc1	-14	6	-1	-4	2	5	2	-5
23	CS(=O)(=O)N(CC(=O)Nc1ccc(S(=O)(=O)N2CCCC2)cc1)c1ccc(Cl)cc1	-2	7	0	0	2	3	7	-8
24	COc1ccccc1CNC(=O)Cn1cc(S(=O)(=O)N2CCC(C)CC2)c2ccccc2c1=O	8	9	22	22	4	8	4	6

Next results
item	mol	OTUD3 block	USP8 inh	USP30 inh	USP17 inh	UCHL1 block	USP7 block	USP10 block	USP28 block
25	COc1ccccc1C1[C@@H]2CCCC[C@]2(O)CCN1Cc1ccc(C)cc1 (stereo partly drawn)	1	-19	-20	-9	3	3	-4	1
26	Clc1ccc2nc(CSc3nc4ccccn4n3)cn2c1	11	13	18	15	0	4	0	10
27	CCOc1ccc(Cc2nc(-c3ccc4nnc(C)n4c3)no2)cc1	-1	-6	3	0	0	-5	-4	-1
28	O=C1CSCC(=O)N1c1ccc2c(c1)OCO2	-2	14	-4	·	-1	-5	-1	5
29	CCN1CCCn2cc(S(=O)(=O)NCc3ccc(C)o3)cc2C1=O	-12	-4	-109	-28	-6	-8	-9	-16
30	CCOC(=O)C1CCN(C(=O)c2cnc(-c3ccc(C)cc3)nc2-c2ccncc2)CC1	-2	3	8	-2	0	2	-7	1

Entries from the list above with an aryl methoxy group:
item	mol	OTUD3 block	USP8 inh	USP30 inh	USP17 inh	UCHL1 block	USP7 block	USP10 block	USP28 block
5	COc1cc(C(=O)Nc2ccc3c(c2)OCCO3)ccc1OCC(=O)Nc1ccc(F)cc1	-2	-6	-10	36*	3	4	0	14
6	COc1ccc(-c2cc3n(c2)CCc2cc(OC)c(OC)cc2-3)cc1	-77	-22	-267	-77	-9	-10	-5	-92
16	COc1ccc(OC)c(S(=O)(=O)N2CCn3cccc3C2c2ccccc2F)c1 (stereo not drawn)	-4	-19	-104	-9	3	2	2	-8
18	COc1cc(C(=O)Nc2ccccc2Cc2ccccc2)cc(OC)c1OC	3	14	36*	32*	1	-36	2	4
24	COc1ccccc1CNC(=O)Cn1cc(S(=O)(=O)N2CCC(C)CC2)c2ccccc2c1=O	8	9	22	22	4	8	4	6
25	COc1ccccc1C1[C@@H]2CCCC[C@]2(O)CCN1Cc1ccc(C)cc1 (stereo partly drawn)	1	-19	-20	-9	3	3	-4	1

Bioassay records: PubChem BioAssay, Dana-Farber Cancer Institute and Novartis Institutes for BioMedical Research (Cambridge, Mass)
